Assay outcomes (PubChem BioAssay)
FadD28 FP inh: inhibitors of FadD28 bisubstrate probe binding, primary screen, biochemical, fluorescence polarization, single point; inhibition, % at 12.5 µM; 0.22% of 360,000 active; in the data active means inhibition above about 8.5%, passing the limit was not always enough
GDH-TPI inh: GDH-TPI coupling enzyme inhibitors, primary screen, artefact control for M. tuberculosis FBA inhibitor project, biochemical, absorbance, full deck; GDH-TPI coupled enzyme counterscreen, NADH absorbance; inhibition, % at 4.8 µM; 1.2% of 360,000 active; AID 588335, 2011; in the data active means inhibition above about 30%;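 further: 0% = DMSO wells and 100% = wells lacking the enzyme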
UGM FP inh: M. tuberculosis UGM enzyme inhibitors, primary screen, biochemical, fluorescence polarization, single point; inhibition, % at 10 µM; purified UGM, fluorescence polarization probe displacement; UDP-galactopyranose mutase (Mycobacterium tuberculosis (strain ATCC 25618 / H37Rv)), …; 0.06% of 320,000 active; in the data active means inhibition above about 10%, passing the limit was not always enough
FBA Mtb inh: Mtb FBA enzyme inhibitors, primary screen, biochemical, fluorescence, strain H37Rv | Fructose-bisphosphate aldolase (Mycobacterium tuberculosis (strain ATCC 25618 / H37Rv)), … | purified M. tuberculosis FBA, fluorescence read-out | inhibition, % at 1 µM | 2.3% of 360,000 active | AID 588726, 2011; in the data active means inhibition above about 27%;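 further: 0% = vehicle and 100% = reference inhibitor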
Mtb BioA inh: M. tuberculosis BioA enzyme inhibitors, primary screen, biochemical, plate reader, single point, HTS. 7,8-diaminopelargonic acid synthase BioA (Mycobacterium tuberculosis). 0.096% of 360,000 active. purified M. tuberculosis BioA enzyme. AID 602481, 2012. inhibition, % at 9.99 µM; in the data active means inhibition above about 40%
PfHsp40 yeast: rescue of yeast from PfHsp40 toxicity, primary screen, S. cerevisiae, ATP luminescence. 0.68% of 340,000 active. S. cerevisiae expressing PfHsp40, growth rescue. AID 504582, 2011. growth rescue, % at 12.5 µM; in the data active means growth rescue above about 28%, passing the limit was not always enough;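 further: yeast W303a lacking pdr1 and pdr3 grown in galactose medium; growth measured after three days at 30 °C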
BH1578 lux ind: inducers of Vibrio cholerae quorum light production without autoinducers, primary screen, BH1578 luxS cqsA deficient, single point; V. cholerae BH1578 lux reporter, luminescence, 6 h; activation, % at 18.7 µM; 0.16% of 350,000 active; AID 588436, 2011; in the data active means activation mostly above about 9.7%, no sharp cut-off; further: not every result past the cut was called active; inactives centre near 0; reference of the scale not given here
Y pestis TopoI: Yersinia pestis topoisomerase I inhibitors, primary screen, biochemical, cleavage product accumulation, plate reader, single point; AID 504884, 2011; 0.064% of 360,000 active; activity, % at 10 µM; DNA topoisomerase I (Yersinia pestis CO92); Y. pestis Topo-I cleavage product accumulation; in the data active means activity above about 50%, passing the limit was not always enough; further: inactives centre near 2
TcdB inh: TcdB glycohydrolase inhibitors, primary screen, biochemical, single point, plate reader; 0.24% of 350,000 active; TcdB glycohydrolase enzymatic assay; inhibition, % at 9.99 µM; in the data active means inhibition above about 10%
An asterisk follows results filed as active; i = inactive; · = no result given.

entry	compound	FadD28 FP inh	GDH-TPI inh	UGM FP inh	FBA Mtb inh	Mtb BioA inh
1	Cc1cccc(C(O)(C(=O)O)c2ccccc2)c1 (stereo not drawn)	1.0	-2	·	6	·
2	CC(=O)c1c(C)n(Cc2ccccc2Cl)c2ccc(O)cc12	-2.6	-3	-0.7	1	·
3	CCc1nc2c(OCc3ccccc3)cccn2c1N(C)C(=O)C(C)C	-1.4	13	·	0	4.8
4	O=C(Nc1cccnc1)Nc1cc(Cl)cc(Cl)c1	-17	8	1.8	2	·
5	O=C(OCC1OC(n2ncc(=O)[nH]c2=O)C(OC(=O)c2ccccc2)C1OC(=O)c1ccccc1)c1ccccc1 (stereo not drawn)	-4.7	6	-0.3	-3	-0.7
6	CCOC(=O)CNC(=O)N1CCc2ccc(NC(=O)c3ccccc3Cl)cc2C1	-0.9	15	-0.8	1	1.2
7	CCN(CC)C(=O)c1cccc(-c2ccc(OC)cc2)c1	-2.0	1	-0.2	-2	·
8	O=C(c1ccc(=O)n(Cc2ccc(Cl)c(Cl)c2)c1)N1CCOCC1	-1.3	-4	0.0	3	-1.6
9	CCCc1nnc(NC(=O)CCCN2C(=O)c3ccccc3C2=O)s1	-3.1	12	0.8	1	-2.1
10	Cc1ccccc1-n1c(C)nnc1SCC(=O)N1CCc2ccccc2C1	-1.1	16	3.9	0	2.8
11	O=C(O)Cn1nc(-c2ccccc2)c2ccccc2c1=O	0.5	10	-0.5	-3	-1.2
12	O=[N+]([O-])c1cccc(-c2ncc3ccccn23)c1	-3.4	14	0.5	-1	·

entry	PfHsp40 yeast	BH1578 lux ind	Y pestis TopoI	TcdB inh
1	-0.6	i	1	0.9
2	1.2	-0.6	1	-0.1
3	·	-0.1	4	1.4
4	-1.5	-3.0	-7	0.5
5	0.2	-0.4	4	1.1
6	-0.5	i	0	-1.4
7	-0.3	-11	3	·
8	1.8	·	2	·
9	-0.5	i	0	·
10	-1.0	-2.4	12	·
11	-0.2	2.1	4	·
12	1.2	i	-7	0.3

(listing goes on)
entry	compound	FadD28 FP inh	GDH-TPI inh	UGM FP inh	FBA Mtb inh	Mtb BioA inh
13	CCOc1nc(OCC)nc(-n2cc(-c3ccccc3)nn2)n1	-6.5	-6	-0.8	3	1.8
14	O=C(COC(=O)c1cc([N+](=O)[O-])ccc1N1CCCC1)Nc1ccccc1OC(F)F	-0.3	-3	·	-6	0.5
15	Cc1cccc(NC(=O)Nc2nnc(N3CCCCC3C)s2)c1C (stereo not drawn)	-1.1	-16	0.6	2	-0.2
16	Cc1cccc(N2CCN(C(=O)c3ccc(NC(=O)C4CCCO4)cc3)CC2C)c1 (stereo not drawn)	-0.9	7	1.1	3	0.3
17	Clc1cccc(OCCn2ccnc2)c1	-4.3	-11	0.0	3	0.3
18	CC(C)NC(=S)N(C)C1(c2ccccc2Cl)CCCCC1=O (stereo not drawn)	-6.5	-5	-6.9	0	·
19	CCNC(=O)CN(c1ccc(CC)cc1)S(C)(=O)=O	-2.4	-12	0.1	-1	0.0
20	CCn1cc(C(=O)N(C)c2ccc(OC)cc2OC)c2cc(OC)c(OC)cc2c1=O	-0.2	14	-1.0	1	-0.1
21	CC(C)NS(=O)(=O)c1ccc(OCC(=O)N2CCN(C)CC2)cc1	-1.6	0	1.4	0	0.7
22	O=C(NC(=S)Nc1ccccc1)c1cc([N+](=O)[O-])ccc1N1CCOCC1	-1.6	2	-2.5	-2	·
23	CCOC(=O)c1csc(NC(=O)C(C)(C)C)n1	0.0	7	-0.9	-1	1.0
24	CN(CCC#N)C(=O)c1cc2c(s1)-c1ccccc1SC2	·	21	-0.3	1	0.0

entry	PfHsp40 yeast	BH1578 lux ind	Y pestis TopoI	TcdB inh
13	1.2	-0.2	2	-0.2
14	2.5	-3.4	19	2.0
15	-1.3	·	-1	-0.8
16	-0.5	i	15	·
17	0.3	2.3	11	1.7
18	-1.3	i	-1	·
19	-1.1	-0.2	-10	·
20	0.5	-1.6	-8	3.8
21	-1.0	-0.2	7	0.1
22	2.1	i	-4	0.3
23	2.2	-0.2	0	0.0
24	-1.9	-0.5	6	0.6

(list continues)
entry	compound	FadD28 FP inh	GDH-TPI inh	UGM FP inh	FBA Mtb inh	Mtb BioA inh
25	CCOC(=O)CCCNC(=O)CCCNC(=O)C(c1ccccc1)c1ccccc1	-1.0	-9	1.8	-1	0.1
26	COc1ccc(CCNC(=O)C2CCN(S(=O)(=O)c3cccc4nsnc34)CC2)cc1OC	-4.9	4	0.2	-1	0.5
27	COc1ccc([C@H]2CC(=O)C=C(c3ccc(-c4ccccc4)c(F)c3)C2)cc1OC	-2.9	1	6.6	-2	-1.0
28	[O-][n+]1ccccc1SCc1ccccc1	-0.7	9	-0.5	1	-1.7
29	Cc1ccc2nc(-c3ccccc3)c(CN3CCSCC3)n2c1	-2.6	2	-0.9	-4	·
30	CC(C)(C)c1ccc(/C=C/C(=O)Nc2cccnc2)cc1	-2.6	6	1.9	2	·
31	O=C(Cn1c(C(=O)NCc2ccco2)cc2sccc21)c1ccccc1	-1.1	18	-3.9	1	0.6
32	CCO[C@H]1OC(C(=O)N2CCN(C)CC2)=C[C@@H](C2CC2)[C@@H]1CCCO	-2.1	3	-0.3	3	0.1
33	Cc1ccc(C(=O)NC2CCCC2)s1	-2.3	6	-1.2	1	-0.4
34	O=S(=O)(Nc1ccc(Br)cn1)c1cccs1	0.5	-2	3.2	0	-2.4
35	CN1C(=S)N(c2ccccc2)C(=O)/C1=C/c1cccs1	-0.7	-1	0.7	-1	·
36	C=CCn1c(SCC(=O)c2ccc(O)c(O)c2)nnc1-c1cccc(Cl)c1	-1.2	14	1.6	-2	-1.9

entry	PfHsp40 yeast	BH1578 lux ind	Y pestis TopoI	TcdB inh
25	1.2	i	-8	-2.0
26	0.1	-0.2	10	·
27	0.5	i	10	1.0
28	0.5	0.3	4	-6.8
29	-1.0	i	18	-1.3
30	7.1	0.5	-12	3.2
31	0.6	1.0	2	2.9
32	-0.7	i	-1	0.4
33	0.1	-1.6	-5	1.8
34	0.8	4.5	-3	0.9
35	-0.7	i	3	·
36	0.3	i	8	-0.5

More structures.
entry	compound	FadD28 FP inh	GDH-TPI inh	UGM FP inh	FBA Mtb inh	Mtb BioA inh
37	COc1ccc(CCNC(=O)CSc2nc3c(c(=O)n(C)c(=O)n3C)n2C)cc1OC	-3.5	3	-1.6	3	0.9
38	N#Cc1ccccc1NC(=O)C(=O)NCCCN1CCCC1=O	-0.5	-5	0.0	-1	-0.1
39	O=C(NC1CCCC1)c1cccc(S(=O)(=O)Nc2ccccc2F)c1	-1.3	4	2.6	5	-1.1
40	COc1ccccc1NC(=O)N1CCN(c2ccc(F)cc2)CC1	-3.4	-5	-0.8	1	-1.0
41	CCOc1ccc2[nH]c(=O)c(CN(CC3COCCO3)C(=O)c3ccc(C)cc3)cc2c1 (stereo not drawn)	-0.6	4	-5.0	20	0.2
42	CCCNC(=O)Cc1ccsc1	-2.6	-7	-3.4	1	-1.3
43	Cc1nc(N)c(C#N)c(-c2cccnc2)c1C	0.4	8	1.4	7	1.4
44	CCCCOC(=O)CSc1nnc(-c2cc(OC)c(OC)c(OC)c2)o1	-1.1	6	-1.3	-2	-1.3
45	C[C@H]1CCC2[C@](C)(CO)[C@@H](O)CC[C@]2(C)[C@@]12CCC(CO)(CCO)O2 (stereo partly drawn)	-0.3	-2	-2.2	-1	-0.8
46	Brc1ccccc1CNCCc1ccc2c(c1)OCO2	-1.2	7	-2.1	1	0.0
47	Cc1ccccc1CN1CCN(C(=O)Cc2ccccc2)CC1	-1.9	-2	2.5	-1	·
48	CC(=O)NS(=O)(=O)c1ccc(NC(=O)c2ccccn2)cc1	-0.3	2	0.4	3	·

entry	PfHsp40 yeast	BH1578 lux ind	Y pestis TopoI	TcdB inh
37	0.3	1.7	2	·
38	0.7	-0.2	-1	1.9
39	4.0	-0.5	-1	0.3
40	-2.0	-0.2	2	·
41	-1.7	0.4	10	0.4
42	-0.8	12	-8	·
43	-0.6	i	-4	·
44	2.7	-0.7	18	·
45	0.4	i	2	-0.1
46	-0.8	i	5	0.4
47	-2.6	i	12	-0.5
48	-1.9	i	1	0.4

The list goes on.
entry	compound	FadD28 FP inh	GDH-TPI inh	UGM FP inh	FBA Mtb inh	Mtb BioA inh
49	CC(C)(C)NC(=O)CN(C(=O)c1snc(C(=O)NC2CCCCC2)c1N)c1ccc(F)cc1	-1.7	7	-0.1	-2	-1.5
50	CCC(CC)c1nnc(NC(=O)CN2C(=O)c3ccccc3C2=O)s1	-1.0	7	-0.5	-1	·
51	CCCn1c(CN2CCCCC2CC)nc2c1c(=O)n(C)c(=O)n2C (stereo not drawn)	-2.1	-5	2.4	1	-1.0
52	Cc1cc(C)cc(N(CC(=O)NCc2ccc(F)cc2)C(=O)c2snc(C(N)=O)c2N)c1	-0.9	13	-1.1	1	·
53	Cc1cc(Oc2ccccc2F)nc(NCc2ccccc2)n1	-1.1	7	·	1	-1.4
54	COc1cc(C)nc(N2CCCC(C(=O)Nc3ccccc3Br)C2)n1 (stereo not drawn)	-2.3	-5	-1.9	0	·
55	CNc1ccccc(C(=O)/C=C/c2ccccc2OC)c1=O	-1.6	14	-3.0	-3	·
56	O=C(Nc1cccc(S(=O)(=O)N2CCCCCC2)c1)C1CCC1	-0.5	12	4.4	0	1.5
57	COc1cc(/C=C\C(=O)NCc2ccc3[nH]c(C)cc3c2)cc(OC)c1OC	-0.8	2	-0.6	2	-2.5
58	N#CC1c2ccccc2C=CN1C(=O)c1ccccc1 (stereo not drawn)	0.4	3	-2.7	3	0.0
59	COc1ccccc1Oc1ccc2c(c1)C(=O)N(c1ccc(Br)c3cccnc13)C2=O	-0.7	3	-4.8	0	-0.4
60	NS(=O)(=O)Oc1ccccc1	-4.4	-2	-0.8	1	-1.4

entry	PfHsp40 yeast	BH1578 lux ind	Y pestis TopoI	TcdB inh
49	0.9	-0.2	-5	0.1
50	-0.5	-0.2	0	0.9
51	-0.4	-0.1	3	4.3
52	-0.7	-0.2	-7	-0.4
53	-1.5	-0.8	1	·
54	-1.1	0.3	7	0.0
55	0.4	-0.2	6	·
56	-1.3	-0.7	0	-1.1
57	-1.0	-0.2	-1	1.3
58	2.1	i	5	0.5
59	0.2	-1.0	5	·
60	-0.8	-0.4	-10	0.2

Record cards, from the list above:
CC(C)(C)NC(=O)CN(C(=O)c1snc(C(=O)NC2CCCCC2)c1N)c1ccc(F)cc1 across the screens: FadD28 FP inh: -1.7; GDH-TPI inh: 7; UGM FP inh: -0.1; FBA Mtb inh: -2; Mtb BioA inh: -1.5; PfHsp40 yeast: 0.9; BH1578 lux ind: -0.2; Y pestis TopoI: -5; TcdB inh: 0.1
N#CC1c2ccccc2C=CN1C(=O)c1ccccc1 (stereo not drawn) across the screens: FadD28 FP inh: 0.4; GDH-TPI inh: 3; UGM FP inh: -2.7; FBA Mtb inh: 3; Mtb BioA inh: 0.0; PfHsp40 yeast: 2.1; BH1578 lux ind: i; Y pestis TopoI: 5; TcdB inh: 0.5

New compounds follow:
entry	compound	FadD28 FP inh	GDH-TPI inh	UGM FP inh	FBA Mtb inh	Mtb BioA inh
61	O=C(O)c1cc(/C=C/c2ccc(N3CCOCC3)c([N+](=O)[O-])c2)nc2ccccc12	2.4	20	1.9	6	-5.2
62	C[C@H](NC(=O)c1nc[nH]c1C(=O)N[C@@H](Cc1ccccc1)C(=O)OC(C)(C)C)C(=O)OC(C)(C)C	-5.1	-8	1.4	-2	0.3
63	O=C(COc1ccccc1)Nc1nnc(S(=O)(=O)Nc2ccccc2)s1	-3.1	3	4.5	1	-0.5
64	CCCOc1ccc(NC(=O)OC2CCN(C)CC2)cc1	-2.0	-4	·	0	·

entry	PfHsp40 yeast	BH1578 lux ind	Y pestis TopoI	TcdB inh
61	-0.2	-0.2	-11	-1.3
62	10	-0.3	16	1.9
63	-0.7	-0.3	-5	-0.4
64	0.2	i	-7	·
